Screening data: PubChem, several laboratories
CaV13 FRET inh: Disruptors of the CACNA1D IQ motif to Ca2+-dependent inactivation inhibitor domain association, primary screening, Förster resonance energy transfer in intact living …. HEK cells, CFP/YFP FRET ICDI-IQ, plate reader, 10 min; percent FRET-ratio fall versus neutral wells. inhibition, % at 12.3 µM. actives 0.098% (n = 340,000);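 active = mean replicate inhibition of at least 30% and at least 1% of replicates passing that level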;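 note: 0% = median of the neutral control wells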
CF NFkB inh: blocks PAF-induced NF-kB reporter in cystic fibrosis cells; actives 0.86% (n = 360,000); KKLEB NF-kB-GFP reporter, GFP fluorescence overnight; inhibition, % at 5 µM; AID 588850;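 active = at least 50% inhibition at 5 µM, scaled per plate between neutral and stimulator controls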;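 note: PAF is a Pseudomonas aeruginosa culture filtrate used as stimulus; plate controls were PAF-stimulated DMSO wells for no effect and unstimulated DMSO wells for full effect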
Peg3 promoter: reduces Peg3 promoter-driven luciferase expression in HeLa; HeLa PEG-Prom luciferase reporter, luminescence, overnight; inhibition, % at 20 µM; actives 1.7% (n = 360,000); AID 588405;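 active = inhibition of at least 50% at 20 µM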
Shn3 3UTR inh: inhibitors of Schnurri-3 3'UTR reporter in osteoblasts | actives 0.52% (n = 360,000) | AID 588674 | Clone20 osteoblast Shn3 3'UTR firefly luciferase, 24 h | inhibition, % at 12.5 µM;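 active = mean inhibition of at least 75% with every replicate also reaching 75%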;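 note: 0% = median of neutral control wells and 100% = pilot-screen positive control compound; some compounds past the cut are filed as inactive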
NR2E3 ag-1: agonists of human nuclear receptor NR2E3; actives 0.12% (n = 320,000); GST-NR2E3/biotin-RetCOR TR-FRET, 1536-well; inhibition of corepressor binding, % at 4.78 µM; AID 2300;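 active = percent inhibition above the cutoff of mean plus 3 SD of all tested compounds, set per screening campaign, cut at about 20% in these data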;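 note: 0% = DMSO wells and 100% = biotin wells as full block of FRET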
Target sequence (Q9Y5X4 whole entry, looked up): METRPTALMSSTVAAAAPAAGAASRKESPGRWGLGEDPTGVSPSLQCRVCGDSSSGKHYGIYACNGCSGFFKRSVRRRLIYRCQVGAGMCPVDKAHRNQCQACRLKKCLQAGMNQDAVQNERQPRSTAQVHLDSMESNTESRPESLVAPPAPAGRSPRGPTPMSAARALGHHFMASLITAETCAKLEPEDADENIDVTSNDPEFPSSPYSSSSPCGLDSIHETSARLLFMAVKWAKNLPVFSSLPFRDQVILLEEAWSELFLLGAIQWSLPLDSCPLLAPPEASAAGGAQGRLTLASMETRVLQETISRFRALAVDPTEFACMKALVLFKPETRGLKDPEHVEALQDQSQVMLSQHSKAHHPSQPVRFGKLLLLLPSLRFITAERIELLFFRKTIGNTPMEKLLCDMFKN
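System: GST-tagged NR2E3 plus biotinylated RetCOR corepressor; Buffer or medium: pH 7.5 Tris-based buffer; Probe or stimulus: RetCOR corepressor, biotinylated, 7 nM; Doses: compound at 4.8 µM, single dose; Schedule: 5 h incubation at 4 °C; Technique: time-resolved FRET; Evaluation: percent inhibition of TR-FRET ratio; Replication: one well per compound, singlicate testing.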
PDI turbidity: blocks human protein disulfide isomerase activity | inhibition, % at 10 µM | AID 588391 | P07237 | PDI insulin aggregation turbidity, A650, 90 min | actives 0.052% (n = 350,000);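 active = mean inhibition across replicates of 30% or more, whatever share of single replicates reach that level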;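 note: absorbance from insulin aggregation driven by PDI reduction with DTT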
Target sequence (P07237 whole entry, looked up): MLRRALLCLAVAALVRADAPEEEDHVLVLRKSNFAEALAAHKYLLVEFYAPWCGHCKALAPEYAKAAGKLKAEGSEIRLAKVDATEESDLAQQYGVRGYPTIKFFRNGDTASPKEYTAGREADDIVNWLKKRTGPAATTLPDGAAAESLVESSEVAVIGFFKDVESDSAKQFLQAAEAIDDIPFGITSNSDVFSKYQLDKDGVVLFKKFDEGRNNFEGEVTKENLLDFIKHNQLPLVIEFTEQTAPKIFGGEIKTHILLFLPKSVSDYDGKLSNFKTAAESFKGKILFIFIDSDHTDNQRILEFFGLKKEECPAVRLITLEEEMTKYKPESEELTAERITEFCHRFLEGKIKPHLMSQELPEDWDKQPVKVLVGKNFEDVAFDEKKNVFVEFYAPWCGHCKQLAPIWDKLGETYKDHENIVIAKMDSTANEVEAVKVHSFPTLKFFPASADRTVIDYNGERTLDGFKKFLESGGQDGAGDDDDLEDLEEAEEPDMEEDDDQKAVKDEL
HIF-2a inh: blocks HIF-2a reporter activity; 786-0 RCC cells HIF-2a reporter, luciferase luminescence, overnight; inhibition, % at 18.8 µM; actives 0.72% (n = 360,000); AID 624352;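 active = inhibition of the luminescence signal of 40% or more relative to plate controls, in a single-dose primary screen at 18.75 µM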
NR2E3 ag-2: human photoreceptor-specific nuclear receptor agonism; Q9Y5X4; CHO-S Gal4-NCOR/VP16-NR2E3 two-hybrid, luciferase; inhibition of corepressor binding, % at 3.98 µM; actives 0.35% (n = 360,000); AID 602229;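 active = inhibition above the mean of all tested compounds plus 3 SD, cut at about 70% in these data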;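 note: 0% = DMSO with NR2E3 transfected cells and 100% = cells lacking NR2E3 construct; higher means lower luciferase signal from less NR2E3 corepressor binding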
Vif inh: inhibitors of HIV Vif. actives 0.35% (n = 340,000). AID 602346. HEK293T cells, Vif self-association by quenched fluorescence, imaging, 24 h. inhibition, % at 7.49 µM; in the data active = inhibition above about 50%, passing the limit was not always enough; note: some results filed as inactive read as strong as hits
TRPM1 prom inh: MITF TRPM1 promoter inhibition in SK-MEL-5 cells; inhibition, % at 12.5 µM; AID 488899; SK-MEL-5 TRPM1 promoter luciferase, 24 h; actives 0.83% (n = 330,000);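 active = mean inhibition across replicates of 60% or more, whatever share of single replicates reaches that level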; note: values of inactives mirror those of a sister screen read the other way
KKLEB tox: reduces viability of KKLEB cystic fibrosis airway cells | KKLEB CF airway cells viability, ATPlite luminescence, overnight; stronger effect = lower value; cells stimulated with P. aeruginosa culture filtrate | activity change (cytotoxicity), % at 5 µM | actives 0.36% (n = 360,000) | AID 602141;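 active = corrected activity change at or below -50% at 5 µM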
* = called active by the depositor; . = not tested or not shown.

SMILES	CaV13 FRET inh	CF NFkB inh	Peg3 promoter	Shn3 3UTR inh	NR2E3 ag-1	PDI turbidity	HIF-2a inh	NR2E3 ag-2	Vif inh	TRPM1 prom inh	KKLEB tox
C[C@H](CO)N1C[C@H](C)[C@@H](CN(C)Cc2ccccc2F)Oc2ncc(Br)cc2C1=O	-6	-18	6	-21	.	5	6	10	-2	.	16
CN(CC(=O)NC1CCCCCC1)S(=O)(=O)c1ccc(Br)cc1	-6	-7	25	-8	0	-10	9	-27	6	10	-1
CCOC(=O)c1cccc(N2C(=O)C3C(C(=O)NC4CC4)C4(C)C=CC3(O4)C2C(=O)NC(C)(C)C)c1 (stereo not drawn)	-4	-3	15	16	-2	4	6	6	-6	6	1
COc1ccc(C(=O)Nc2nc(-c3cccs3)c(NC(C)=O)s2)cc1	-5	-44	-23	-13	-4	14	-22	-11	12	-5	-1
Cc1c(Cc2ccccc2)c(=O)oc2cc(OCC(=O)NC(Cc3ccc(Cl)cc3)C(=O)O)ccc12 (stereo not drawn)	.	19	-9	-1	-1	.	4	-7	-10	-1	-16
Brc1ccc2c(c1)C(C1=NCCN1)c1ccccc1CS2 (stereo not drawn)	-3	20	33	12	0	15	14	-11	28	-6	-21
COc1cc(N2CCC(O)CC2)ccc1Nc1nnc(Cl)c(Nc2ccccc2S(C)(=O)=O)n1	.	0	6	4	.	1	-1	-23	-5	23	-2
COc1ccc(OC)c2sc(NC(=O)c3cccc(N4C(=O)CCC4=O)c3)nc12	-7	21	0	0	2	12	-16	-35	-1	9	-7
COc1ccccc1NC(=O)c1cc(-c2cc(OC)c(OC)c(OC)c2)nc2ccccc12	-3	29	54*	0	0	-10	-3	10	4	11	-12
Cc1cc(=O)n2c(nc3ccccc32)[nH]1	-4	-3	-15	-2	1	-5	-33	-6	-2	-5	-4
C/C=C/c1ccc(OCCCCOc2c(OC)cccc2OC)c(OC)c1	-3	-7	20	-13	-2	0	-4	-16	3	4	12
O=c1nc(NCc2ccccc2Cl)cn[nH]1	-11	7	8	1	-1	-7	9	14	-1	-15	-11
CC(=O)N1CCN(c2ccc(NCc3cccc4ccccc34)cc2)CC1	-21	-1	-12	13	1	16	-32	-35	-5	9	2
CCN1CCN(C(c2ccccc2)c2nnnn2Cc2ccccc2)CC1 (stereo not drawn)	-5	3	3	-4	0	2	7	-2	9	-10	3
CCC1(c2ccccc2)NC(=O)N(CC#N)C1=O (stereo not drawn)	10	-2	9	-9	1	3	6	-22	-2	9	5
CCc1ccc(Nc2cc(=O)n(C3CCCCC3)c(=O)[nH]2)cc1	.	12	-114	-1	-1	7	-102	-69	-19	-54	8
Cc1cc(C)c(C)c(S(=O)(=O)NCC(=O)Nc2sc3c(c2C(N)=O)CCCC3)c1C	.	6	9	-2	-2	-8	3	-55	-6	9	7
CN1C(=O)[C@H]2[C@@H](c3ccc(C(F)(F)F)cc3)N[C@]3(CCCN(Cc4ccc(Cl)cc4)C3=O)[C@H]2C1=O	-6	-17	2	34	.	8	10	5	0	.	-3
O=C(Nc1ccccc1OC(F)F)c1ccc(S(=O)(=O)N2CCOCC2)cc1	-5	-22	12	-48	1	4	11	-5	-8	8	21
CCCNC(=S)N1CCC(NC(=O)c2ccc(C)cc2)CC1	-2	-18	3	9	-3	-2	13	-10	17	3	5
Cc1cccc(C2N(c3ccc(F)cc3)C(=O)C3CCCN32)c1 (stereo not drawn)	-3	-12	-9	-4	1	.	2	13	-14	-5	25
COc1ccc(C(=O)NCc2nnc(SCC(=O)NC3=NCCS3)n2C)cc1	-3	4	-2	-1	2	-1	10	-9	13	-2	-4
CC(C)c1ccccc1NC(=O)COc1ccc(C(=O)NCCc2ccccc2)cc1	-14	4	17	4	3	-1	5	-13	-4	2	-9
NS(=O)(=O)c1ccc(-c2ccc(/C=C3\SC(=O)NC3=O)o2)cc1	-9	-29	-5	-14	-4	1	2	22	56*	-7	10
CC(C)NC(=S)N/N=C/c1cc(Br)ccc1O	-2	-7	-80	28	1	5	-20	72*	-5	6	-4
Going on with the list.
SMILES	CaV13 FRET inh	CF NFkB inh	Peg3 promoter	Shn3 3UTR inh	NR2E3 ag-1	PDI turbidity	HIF-2a inh	NR2E3 ag-2	Vif inh	TRPM1 prom inh	KKLEB tox
COc1cccc(-n2c(COc3ccccc3C)nnc2SCC(=O)O)c1	.	8	18	-2	2	-10	12	-4	10	6	9
O=C(CCc1ccccc1)NNC(=O)C12CC3CC(CC(C3)C1)C2	-8	12	-1	2	-2	5	-21	17	4	-16	-2
O=C(Nc1nc(-c2ccco2)c(-c2ccco2)s1)C1CC(=O)N(c2ccc3c(c2)OCCO3)C1 (stereo not drawn)	-5	-35	13	12	1	7	16	-19	.	13	9
C=CCNc1nc(N)c([N+](=O)[O-])c(Nc2ccccc2OC)n1	-15	41	34	3	3	-2	22	10	-2	-2	-7
CCNC(=O)C(C)Oc1ccc(Cl)cc1Cl (stereo not drawn)	-3	2	6	-5	1	4	18	9	18	-3	-13
Cc1ccc(C(=O)N2CCC(n3nccc3NC(=O)c3ccccc3C)CC2)cn1	-2	-33	4	1	3	11	0	-16	-2	-1	18
COc1cccc(C2CNC3(CCCC(C)C3)c3[nH]c4ccccc4c32)c1OC (stereo not drawn)	-18	5	48	-1	2	5	10	-2	-6	-20	-10
CCCNC(=S)Nc1cc2oc3ccccc3c2cc1OC	.	-24	-69	-11	-1	3	-114	-48	1	-8	9
CCn1c(N2CCC(C)CC2)nc2c1c(=O)n(C)c(=O)n2C	-10	9	-2	39	1	.	-3	5	3	-3	-2
COC(=O)c1ccc(COc2ccc(CNCc3ccc(Cl)cc3)cc2)cc1	-18	-7	-135	-49	-4	-3	-97	-141	-12	-49	1
CCOC(=O)c1c(C)[nH]c(C(=O)CSc2nnnn2-c2ccc(C)cc2)c1C	-7	2	16	-6	-1	-2	-7	-24	.	2	4
C=CCN(c1ccccc1C(=O)NCC(=O)OCC)S(=O)(=O)c1ccc(C)cc1	-13	-3	3	-1	0	0	8	-3	3	-1	2
CCCC(C)C(=O)Nc1cccc(NC(C)=O)c1 (stereo not drawn)	-4	-3	18	0	1	22	8	6	-1	2	5
Cc1ccc(NC(=O)N2CCCC2C(=O)NCc2ccccc2Cl)cc1 (stereo not drawn)	-4	-6	-3	13	0	-5	12	-17	-1	-1	-11
Cc1cc(C)cc(Oc2nn[nH]n2)c1	-4	-12	4	-2	0	0	14	6	1	1	3
CCN(CC)C(=O)COc1coc(CN2CCN(c3ccccc3F)CC2)cc1=O	-5	16	0	-1	1	-7	-1	-3	0	4	-1
CC(=O)c1nn(-c2ccc(C(F)(F)F)cc2)c(=O)[nH]c1=O	-9	-13	4	11	6	7	13	9	-7	7	11
CCOc1ncccc1C(=O)NNC(=O)c1cccc(S(=O)(=O)Nc2ccc(OC)cc2)c1	.	8	6	24	0	-7	15	5	0	8	-18
Cc1ccc(NC(=O)CO/N=C/c2ccccc2C)c(C)c1	0	14	6	2	2	-1	-5	-15	-4	3	17
CC(=O)NC(Cc1c[nH]c2ccccc12)C(=O)N1CCc2ccccc2C1 (stereo not drawn)	-4	-1	12	-1	1	1	10	-11	10	14	-2
Fc1ccc(Nc2ccc(-c3ccc(F)cc3)nn2)cc1	-7	-14	-287	-38	0	3	-257	-98	-14	-71	10
O=C(O)c1ccc(CNS(=O)(=O)c2ccc3ccccc3c2)cc1	-4	-3	0	0	-1	-15	9	-14	31	1	5
COc1ccc(-c2nc(CS(=O)CC(=O)NCc3ccc(F)cc3)c(C)o2)cc1 (stereo not drawn)	-2	-19	5	-4	1	4	-3	2	-4	5	9
O=C(COC(=O)c1ccccc1NS(=O)(=O)c1ccc(Cl)cc1)NCc1ccccc1	-5	-18	2	8	3	26	5	8	-4	4	4
Cc1ccc2c(C)c(C(=O)N3CCCC(C(N)=O)C3)oc2c1C (stereo not drawn)	.	9	-71	-20	.	2	-129	-58	8	-35	-1
Next part:
SMILES	CaV13 FRET inh	CF NFkB inh	Peg3 promoter	Shn3 3UTR inh	NR2E3 ag-1	PDI turbidity	HIF-2a inh	NR2E3 ag-2	Vif inh	TRPM1 prom inh	KKLEB tox
NC(Cc1ccc(C(F)(F)F)cc1)c1csc(Nc2cnccn2)n1 (stereo not drawn)	-6	-26	2	1	.	-17	-28	-16	-5	.	11
CCN(C[C@H]1N[C@@](CC)(C(=O)OC)[C@H]2C(=O)N(Cc3ccccc3)C(=O)[C@@H]12)C(=O)COc1ccccc1	-8	16	12	-2	.	-2	-6	-19	0	3	-20
COc1ccc(C(=O)N(Cc2ccco2)Cc2cccs2)c(O)c1	.	5	7	5	1	-10	7	-26	1	10	-6
Cn1c(=O)[nH]c(=O)c2c1nc(N1CCNCC1)n2Cc1ccccc1	-1	5	28	-11	0	10	19	3	-1	3	1
O=c1[nH]c(C2CCN(S(=O)(=O)c3ccccc3)CC2)nc2c1nnn2Cc1ccccc1	-1	21	23	1	-1	-2	19	-1	2	7	-8
CCn1ccc(C(=O)Oc2ccc(Cl)cc2)n1	.	-1	-8	-1	5	-2	9	-7	-7	-15	6
CN(Cc1ccccc1)C(=O)c1nc[nH]c1C(=O)N1CCc2ccccc2C1	-8	34	-12	-14	3	2	10	13	-12	2	-8
CCN(C(=O)CSc1nc(N)cc(=O)[nH]1)c1c(N)n(Cc2ccccc2)c(=O)[nH]c1=O	-5	21	7	-55	-2	-3	3	0	-1	-4	-3
Cc1occc1-c1n[nH]c(=S)n1-c1ccccc1	-13	10	0	5	9	-9	13	-18	1	3	-8
CCOc1ccc(NC(=O)CN2CCN(CC(=O)Nc3ccc(OC)cc3OC)CC2)cc1	-4	4	18	26	-1	-5	6	-8	-1	-2	-15
CC(C(=O)Nc1ccc(C#N)cc1)N1CCN(C(=O)C2CC2)CC1 (stereo not drawn)	-6	-4	-9	-2	1	0	2	-4	-12	1	6
CCN(CC(O)COc1ccc(OCC(O)CN(CC)C2CCCCC2)cc1)C1CCCCC1 (stereo not drawn)	.	2	10	8	1	14	25	5	-3	7	-4
COc1ccc(NS(=O)(=O)c2ccc(-c3coc(C)n3)cc2)cc1OC	-15	3	-4	76	2	-7	3	108*	-8	-5	15
O=C(COc1ccccc1[N+](=O)[O-])NCCC1=CCCCC1	-4	-6	-12	-8	1	7	-48	-3	5	5	-3
COc1ccc(NC(=O)CN(C)C(=O)c2cn(-c3ccccc3)nc2-c2cccnc2)cc1	-6	-60	3	-7	-1	1	4	29	4	-1	11

Structures listed so far with a nitro group on carbon:
SMILES	CaV13 FRET inh	CF NFkB inh	Peg3 promoter	Shn3 3UTR inh	NR2E3 ag-1	PDI turbidity	HIF-2a inh	NR2E3 ag-2	Vif inh	TRPM1 prom inh	KKLEB tox
C=CCNc1nc(N)c([N+](=O)[O-])c(Nc2ccccc2OC)n1	-15	41	34	3	3	-2	22	10	-2	-2	-7
O=C(COc1ccccc1[N+](=O)[O-])NCCC1=CCCCC1	-4	-6	-12	-8	1	7	-48	-3	5	5	-3
